Source: PubChem BioAssay
GLD-1 TGE inh – GLD-1-TGE RNA interaction inhibition (C. elegans). purified GLD-1 + fluorescein TGE RNA, fluorescence polarization. inhibition, % at 5.96 µM. 320,000 tested, 0.44% active. AID 2280;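 active = percent inhibition above a per-plate cutoff, the plate mean of test compounds plus 3 SD, cut at about 30% in these data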;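 also: 0% = DMSO wells with GLD-1 and probe and 100% = wells lacking GLD-1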
PME-1 inh – blocks human protein phosphatase methylesterase 1; Q9Y570; AID 2130; recombinant PME-1, FP-Rh probe fluorescence polarization; inhibition, % at 5.9 µM; 320,000 tested, 0.53% active;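 active = inhibition above the campaign mean of all compounds plus 3 SD, cut at about 26% in these data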;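 also: competitive labeling of PME-1 active site by serine hydrolase directed probe; 0% = PME-1 with DMSO and 100% = wells lacking PME-1 enzyme; inhibitors block probe labeling so polarization falls and inhibition rises; many of its hits are not listed in these tables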
Target sequence (Q9Y570 whole entry, looked up): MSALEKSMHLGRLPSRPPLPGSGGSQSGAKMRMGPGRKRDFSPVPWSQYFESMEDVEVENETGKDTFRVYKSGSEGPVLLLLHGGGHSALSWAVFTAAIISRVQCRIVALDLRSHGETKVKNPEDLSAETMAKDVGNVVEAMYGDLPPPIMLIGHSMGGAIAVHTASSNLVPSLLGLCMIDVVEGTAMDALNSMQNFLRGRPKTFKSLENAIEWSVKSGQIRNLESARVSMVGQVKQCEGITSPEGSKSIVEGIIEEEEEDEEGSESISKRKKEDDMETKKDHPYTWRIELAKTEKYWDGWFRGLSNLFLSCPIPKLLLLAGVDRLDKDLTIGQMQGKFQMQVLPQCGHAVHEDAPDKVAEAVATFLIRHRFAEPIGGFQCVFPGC
Fam108B counter – Fam108B inhibition, counter-screen for RBBP9 inhibitors; recombinant Fam108B, FP-Rh probe fluorescence polarization; inhibition, % at 9.51 µM; 300,000 tested, 0.33% active; AID 1947;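 active = inhibition above the screen mean inhibition plus 3 SD, computed separately per campaign, cut at about 18% in these data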;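 also: inhibitors lower polarization as less probe binds the enzyme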
Efflux pump inh – inhibitors of Candida antifungal efflux pumps expressed in yeast; S. cerevisiae Candida pump triplex, Nile Red efflux; inhibition, % at 10 µM; 330,000 tested, 0.44% active;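 active = plate passing quality check with inhibition over a set limit, or well fluorescence over plate mean plus 4 SD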;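 also: Nile Red retained in pooled yeast measured as flow cytometry median fluorescence; 0% = buffer negative control and 100% = Enniatin B positive control; higher means more Nile Red kept so more efflux inhibition; some compounds called inactive have numbers as strong as hits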
MEX-5 binding – C. elegans MEX-5 TCR-2 RNA binding activity; Q9XUB2; MEX-5/FITC-TCR2 RNA binding, fluorescence polarization; hits give low values; activity score (negative = inhibition of binding), % at 10 µM; 300,000 tested, 0.38% active;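 active = inhibition past about -25% in most replicates, and total fluorescence under double the plate's negative control median, limit read from the data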;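 also: 0% = DMSO and -100% = 5 µM competing unlabeled TCR2 RNA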
Target sequence (Q9XUB2 whole entry, looked up): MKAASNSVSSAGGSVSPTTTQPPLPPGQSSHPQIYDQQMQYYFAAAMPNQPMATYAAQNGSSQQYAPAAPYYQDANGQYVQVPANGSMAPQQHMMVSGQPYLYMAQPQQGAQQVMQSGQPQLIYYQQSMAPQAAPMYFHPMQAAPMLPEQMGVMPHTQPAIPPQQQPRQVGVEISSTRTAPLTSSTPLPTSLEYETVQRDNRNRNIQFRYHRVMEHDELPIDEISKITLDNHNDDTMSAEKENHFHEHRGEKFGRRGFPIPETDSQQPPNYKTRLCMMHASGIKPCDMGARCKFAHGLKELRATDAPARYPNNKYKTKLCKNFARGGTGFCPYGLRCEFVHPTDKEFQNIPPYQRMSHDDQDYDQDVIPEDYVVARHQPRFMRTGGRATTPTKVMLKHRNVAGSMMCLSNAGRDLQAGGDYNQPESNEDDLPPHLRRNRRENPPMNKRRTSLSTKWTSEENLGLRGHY
MCL1 BIM primary – MCL1-BIM-BH3 interaction inhibition (human); AID 2057; inhibition, % at 10.9 µM; 320,000 tested, 0.68% active; GST-MCL1 / FITC-Bim-BH3 fluorescence polarization;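 active = inhibition above the mean inhibition of all tested compounds plus 3 SD, set per campaign, cut at about 40% in these data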;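 also: 0% = DMSO wells and 100% = unlabeled Bim-BH3 peptide control; higher means more loss of mP so more displacement of Bim peptide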
GRK2 aptamer HTS – inhibitors of human GRK2 displacing RNA aptamer; P25098; bead flow cytometry, FAM-aptamer displacement from GRK2; inhibition of aptamer binding, % at 10 µM; 330,000 tested, 0.59% active; AID 488847;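 active = inhibition of aptamer binding above 40%, roughly 3 SD of noise, on plates passing a quality check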;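 also: median bead fluorescence of bound FAM aptamer so fluorescent compounds give negative values; no value below 0 was filed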
Bcl-xL primary – inhibitors of human Bcl-xL. 320,000 tested, 0.7% active. AID 2129. inhibition, % at 10.9 µM. GST-Bcl-xL / FITC-Bim BH3 peptide fluorescence polarization. Q07817;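 active = inhibition above the mean of all tested compounds plus 3 SD, cutoff set per campaign, cut at about 30% in these data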;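 also: 0% = DMSO wells and 100% = unlabeled Bim-BH3 peptide competitor; inhibitors lower millipolarization by displacing the labeled peptide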
Target sequence (Q07817 whole entry, looked up): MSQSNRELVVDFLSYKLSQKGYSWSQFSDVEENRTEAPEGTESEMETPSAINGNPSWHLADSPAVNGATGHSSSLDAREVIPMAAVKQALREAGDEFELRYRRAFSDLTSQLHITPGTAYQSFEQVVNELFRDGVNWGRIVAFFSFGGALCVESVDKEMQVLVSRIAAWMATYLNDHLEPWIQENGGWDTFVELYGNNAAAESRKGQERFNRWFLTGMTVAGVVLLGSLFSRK
VLA-4 inh – inhibition in a human VLA-4 binding assay | AID 2557 | inhibition, % (about 7 µM as worked out from the volumes in the protocol) | VLA-4 expressing cells, ligand binding flow cytometry | 330,000 tested, 0.2% active; in the data active = inhibition above about 50%
Numbers without * were called inactive; / = not tested or not shown.

SMILES	GLD-1 TGE inh	PME-1 inh	Fam108B counter	Efflux pump inh	MEX-5 binding	MCL1 BIM primary	GRK2 aptamer HTS	Bcl-xL primary	VLA-4 inh
CCOc1ccccc1NC(=O)N1CCCC(c2nc3c(nnn3Cc3ccc(C)cc3)c(=O)[nH]2)C1 (stereo unspecified)	8	6	1	0.2	2.8	8	0	4	-8
CCOC(=O)C(NC(=O)c1ccccc1F)(Nc1cc(C)on1)C(F)(F)F (stereo unspecified)	-1	-4	2	-0.1	-0.5	2	7	5	6
COc1ccc(C(=O)C[n+]2ccc(N)c(C)c2C)cc1	-11	-4	-1	0.0	0.2	-1	3	5	-6
CCOC(=O)c1c(NC(=O)c2ccco2)sc2c1CCCCC2	4	-6	-11	0.0	0.2	2	0	-3	0
C/C(N)=C(/C#N)C(=O)COC(=O)c1ccc(OCC2CCCO2)cc1 (stereo unspecified)	3	0	2	0.1	-0.3	-2	1	5	4
Cc1cc(C)c(NC(=O)c2ccccc2N(C)S(C)(=O)=O)c(C)c1	3	4	3	0.0	0.2	7	2	6	-3
COc1ccc(C(=O)NNC(=O)CSc2nnnn2-c2cc(OC)cc(OC)c2)cc1	1	5	-4	-0.1	-2.7	-2	3	2	-66
CCC(C)c1ccc(N(C(=O)c2ccco2)C(C(=O)NC2CCCC2)c2cccnc2)cc1 (stereo unspecified)	7	-2	0	0.1	-0.4	2	0	6	-42
COc1cc(S(=O)(=O)Nc2ccc(C)cc2)ccc1N=Cc1c(C)[nH]n(-c2ccc(C)cc2)c1=O	1	0	-8	-0.5	1.9	4	0	2	3
CC(=O)N1CCN(Cc2nc3cc(NC(=O)c4ccccc4C)ccc3n2C)CC1	4	1	4	0.0	0.0	-2	2	4	13
Cc1cccc(C(=O)Nc2nnc(Cc3ccccc3)s2)c1	-2	-3	-1	0.0	0.1	6	3	3	12
CC(NS(=O)(=O)c1ccc(Br)cc1)C(=O)NCC1CCCO1 (stereo unspecified)	4	-13	-1	-0.2	2.6	0	0	4	1
O=c1[nH]cn[nH]1	-5	0	4	0.0	1.0	-1	2	-1	5
CCOC(=O)C1CCCN(c2c(Nc3ccc(C)c(C)c3)c(=O)c2=O)C1 (stereo unspecified)	1	1	-4	0.1	1.1	3	0	1	37
Cc1cccc(C(=O)Nc2ccccc2C(=O)OCc2c(C)noc2C)c1	2	-1	-5	0.0	0.3	5	4	2	-2
Cc1nnsc1-c1c(C(=O)O)c(C)nn1-c1ccc(OC(F)(F)F)cc1	7	2	4	0.0	2.1	-3	0	0	2
CCCn1cc(S(=O)(=O)c2ccc(C)cc2)c(=O)c2cc(OC)ccc21	3	0	2	-0.2	0.6	-6	3	2	-25
COC(=O)COc1cc(C)cc2oc(=O)c(CC(=O)OC)c(C)c12	8	0	1	0.0	2.7	6	2	9	-3
CC(C)(C)n1nnnc1C(c1ccc(F)cc1)N1CCN(Cc2ccc3c(c2)OCO3)CC1 (stereo unspecified)	-2	1	1	-0.1	1.2	8	1	4	13
COc1ccc(NC(=O)C(NC(=O)Cc2cccs2)c2ccc(C)cc2)cc1 (stereo unspecified)	4	6	4	-0.4	-1.3	4	0	5	-11
CCN1C(=O)c2cccc3c(S(=O)(=O)NCCc4c[nH]c5ccccc45)ccc1c23	4	7	-1	0.3	0.0	0	0	6	2
CCc1cc2c(CN3CCN(C)CC3)cc(=O)oc2cc1O	3	1	9	0.1	-3.1	7	2	6	7
Cc1ccc(-c2cc(C(=O)N3CCOCC3)no2)cc1	-1	-4	3	0.0	0.8	-2	2	2	18
O=C(NC1CC(=O)N(c2ccc(Cl)cc2)C1)N1CCN(C(=O)c2ccco2)CC1 (stereo unspecified)	-1	-1	-3	0.0	-1.7	-3	3	-1	11
COc1ccccc1NC(=O)Cn1ccn(-c2cccc3ccccc23)c(=O)c1=O	-1	0	-1	-0.2	-1.4	-1	0	4	10
COc1cc(/C=N/N2C(=O)C3C4c5ccccc5C(c5ccccc54)C3C2=O)ccc1O (stereo unspecified)	3	-21	-14	-0.2	-1.3	3	1	10	-1
COc1cc(OC)cc(C(=O)Nc2ncc3c(n2)CC(C)(C)CC3=O)c1	-1	2	2	0.0	1.6	3	0	2	10
C#CCSc1nc(Cc2ccc(Cl)cc2)nc2ccccc12	2	-3	-4	-0.1	-1.2	0	1	-2	5
Cc1ccc(S(=O)(=O)NC2(C(F)(F)F)NC(=O)N(c3ccccc3F)C2=O)cc1 (stereo unspecified)	0	2	-1	0.0	-0.1	1	0	2	12
O=C(O)c1csc(-c2ccccc2)n1	6	-3	-2	0.0	-3.6	-4	4	0	21
CCOc1ccc(NC(=O)CN2CCC(n3cnc4cc(F)ccc43)CC2)cc1	-6	5	1	-0.1	-1.9	2	0	5	2
CCC(=O)N1c2ccccc2NC2=C(C(=O)CC(C)(C)C2)C1c1ccc(O)c(OC)c1 (stereo unspecified)	10	-2	-2	0.1	1.0	5	2	3	4
CCCCC(=O)N/C(N)=N/c1nc2ccccc2o1	6	-6	-2	0.2	2.0	19	0	2	0
CCOC(=O)Cc1csc(NC(=O)C2CCCN(S(=O)(=O)c3cnc[nH]3)C2)n1 (stereo unspecified)	-2	0	1	0.3	/	0	1	-4	43
Cn1c(CNC(=O)CCNC(=O)c2ccc(F)c(F)c2)cc(=O)n(C)c1=O	-1	-6	-1	-0.1	1.8	-2	0	0	6
COc1ccccc1CC(=O)NCC1CCCO1 (stereo unspecified)	3	-2	1	-0.1	-1.3	8	3	10	1
CCOC(=O)CSc1nc(-c2ccc3c(c2)OCO3)ccc1C#N	-3	1	13	0.0	-2.1	3	4	5	-5
COc1ccc(CNCCSc2nnnn2C)cc1OC	-3	5	2	-0.1	-3.2	1	1	-1	11
Cc1cc(N2CCN(C)CC2)nc2ccc(NC(=O)c3ccccc3F)cc12	-2	-2	0	-0.1	0.8	5	0	5	1
Cc1ccnc(NS(=O)(=O)c2ccc(NC(=O)C3CC3)cc2)n1	7	3	4	0.3	-0.8	8	0	8	0

Ordered by value in VLA-4 inh (high to low): 3 of the compounds above
Compound,GLD-1 TGE inh,PME-1 inh,Efflux pump inh,MEX-5 binding,MCL1 BIM primary,GRK2 aptamer HTS,Bcl-xL primary,VLA-4 inh
C/C(N)=C(/C#N)C(=O)COC(=O)c1ccc(OCC2CCCO2)cc1 (stereo unspecified),3,0,0.1,-0.3,-2,1,5,4
CCOC(=O)CSc1nc(-c2ccc3c(c2)OCO3)ccc1C#N,-3,1,0.0,-2.1,3,4,5,-5
CCC(C)c1ccc(N(C(=O)c2ccco2)C(C(=O)NC2CCCC2)c2cccnc2)cc1 (stereo unspecified),7,-2,0.1,-0.4,2,0,6,-42

Next structures.
SMILES	GLD-1 TGE inh	PME-1 inh	Fam108B counter	Efflux pump inh	MEX-5 binding	MCL1 BIM primary	GRK2 aptamer HTS	Bcl-xL primary	VLA-4 inh
Cc1ccc(S(=O)(=O)N2CCN=C2SCc2ccc(Cl)c(Cl)c2)cc1	0	-3	4	1.1	1.6	-11	0	-1	5
Fc1ccc(C2c3cccn3CCN2C(=S)Nc2cccc(F)c2)cc1 (stereo unspecified)	6	-6	5	0.0	-0.8	11	0	8	-14
O=C(O)c1cnn2cc(-c3[nH]ncc3[N+](=O)[O-])cnc12	0	0	4	0.4	-8.2	-1	1	1	-4
CC(=O)OC1CC(n2ccc(NC(=O)c3ccccc3)nc2=O)OC1CO (stereo unspecified)	3	3	-1	0.0	0.5	4	1	2	-1
CCOC(=O)c1c(C)[nH]c(C)c1S(=O)(=O)N(C)CC(=O)Nc1ccccc1OC	0	11	6	0.1	1.6	4	0	-1	7
CCOc1cc(C=O)ccc1OCCSc1ccc(Cl)cc1	10	-2	0	-0.1	1.9	7	0	7	33
Cc1cc(C)nc(-n2nc(C)c3c(C(F)F)cc(C)nc32)n1	-4	-8	-11	-0.1	0.6	-1	1	1	14
O=C(c1cc2ccccc2c(=O)o1)N1CCCC1	-1	-1	-3	-0.2	0.0	6	0	4	-11
O=C(Cc1c[nH]c2ccccc12)NCc1ccc2c(c1)OCO2	-3	4	4	-0.1	-3.0	3	0	4	6
Nn1c(SCC(=O)N2CCc3ccccc3C2)nnc1-c1cccs1	1	3	-2	0.0	3.8	-1	1	-1	3
N[C@@H](Cc1ccccc1)c1nnc(SCc2ccccc2F)o1	-1	0	4	0.3	1.8	4	0	4	3
COc1cc2cnc(-c3ccccc3)c(-c3cc(OC)c(OC)c(OC)c3)c2cc1OC	-10	0	/	0.4	/	-1	0	-5	-9
COc1cc(O)c(C(CC(=O)N2CCCC(C)C2)c2ccc3c(c2)OCO3)c(OC)c1 (stereo unspecified)	1	0	-3	/	-2.7	-1	/	4	/
CCOC(=O)c1c(NC(=O)CC2Sc3ccc(C(F)(F)F)cc3NC2=O)sc(C)c1C (stereo unspecified)	7	2	3	0.2	-1.2	9	3	8	17
FCCCOc1ccc(/C=N/OCc2ccc(Cl)cc2Cl)cc1	7	-7	0	0.0	2.7	1	0	3	5
CCOC(=O)CN1C(=O)S/C(=C/c2cc(C)n(C)c2C)C1=O	-2	4	5	0.0	-1.0	-3	0	0	-2
COc1cc(/C=C(\C#N)C(=O)Nc2ccccc2)ccc1OCCN1CCOCC1	6	-3	5	0.1	-0.3	8	0	8	5
CC(=O)Nc1ccc(S(=O)(=O)N2CCCCC2C(=O)O)cc1 (stereo unspecified)	-4	3	-1	0.0	1.1	1	0	4	17
O=C(NCCCN1CCN(Cc2ccccc2Cl)CC1)Nc1ccccc1	-1	-5	2	0.0	-0.6	5	0	6	9
COCCCNC(=S)N1CCN(c2nc(-c3ccccc3)cs2)CC1	1	-2	-5	0.0	0.0	13	0	2	1
O=C(CCc1nc2ccccc2s1)OCC(=O)N1CCN(C(=O)c2ccco2)CC1	6	-4	0	0.0	3.4	-1	1	3	1
O=C(OCCN=C1NS(=O)(=O)c2ccccc21)c1ccccc1	9	12	2	0.0	1.2	-1	0	5	-5
Cc1cccc2cc(CN(CCN(C)C)C(=S)NCc3ccco3)c(=O)[nH]c12	8	-5	0	-0.8	-2.2	4	0	2	12
O=C(Nc1ccc([N+](=O)[O-])cc1)/C(=C/c1cccc([N+](=O)[O-])c1)NC(=O)C1CCCCC1	-2	-29	-12	0.3	0.3	7	0	-1	20
COc1ccccc1C(=O)NC(CCSC)C(=O)NCCCSc1ccccc1 (stereo unspecified)	-6	3	2	0.0	2.4	2	0	2	7
O=C(N1CCOCC1)N1CCc2ccccc21	0	0	2	0.0	-2.2	3	0	1	4
COc1cc2c(cc1NC(=O)COC(=O)[C@@H](NC(=O)c1ccccc1F)C(C)C)oc1ccccc12	-3	-19	-16	0.2	1.8	10	2	2	/
C=CCOC(=O)C1=C(C)N=c2s/c(=C3\C(=O)N(CC(=O)O)c4ccccc43)c(=O)n2C1c1ccc(OC)cc1 (stereo unspecified)	1	-4	1	0.5	0.4	16	1	20	2
C=C(C)Cn1c(N(CCO)Cc2ccccc2)nc2c1c(=O)[nH]c(=O)n2C	1	1	1	0.1	-1.9	-6	2	-4	17
CNS(=O)(=O)c1cccc(C(=O)OCC(=O)Nc2ccc(OC)cc2[N+](=O)[O-])c1	1	9	-2	-0.1	-0.2	11	6	3	7
CCC(C)OC(=O)c1cc(C)nc2c(Br)cc(Br)cc12 (stereo unspecified)	-7	-7	1	0.2	0.8	-2	0	-1	-4
COc1ccc(C2CC2/C(C)=N/OC(=O)c2ccc(F)cc2)cc1 (stereo unspecified)	6	-9	2	0.1	-1.6	10	0	5	15
COc1cc(/C=N/n2c(C)n[nH]c2=S)ccc1OCc1ccccc1	5	3	-3	0.1	2.3	-14	5	-27	16

Only part of the results is shown. The share of hits here may be higher or lower than overall.
